BL2 CD40 inh = CD40 pathway inhibition in BL2 cells. AID 1053188. 83,000 tested, 0.94% active. BL2 NF-kB luciferase reporter, CD40L-induced, 4 h. inhibition, % at 10 µM;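 active = mean inhibition of at least 50% with a set share of replicates also reaching that level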;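 also: 0% = neutral control wells and 100% = IKK inhibitor VII at 50 µM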
The depositor's hits bear a star; & = joins results of further samples; [ ] = dose if it differs, or a comment. This is a subset; count on the stated rates, not on these rows.

SMILES	BL2 CD40 inh
COCCNC(=O)c1cc2c(c(-c3cccc(C4=CCCCC4)c3)n1)[C@@H](CCO)N([S@](=O)C(C)(C)C)C2	-9[25 µM]
CCCCCN(C(=O)NC(=O)Nc1ccccc1OC)S(C)(=O)=O	2
CC1CN(CC(O)COc2ccc(C(=O)c3ccccc3)cc2)CC(C)O1 (configuration not stated)	13
CC(C)(CNS(=O)(=O)c1ccc2ccccc2c1)N1CCOCC1	6
COc1ccccc1S(=O)(=O)N(C)C[C@@H]1OCc2cn(nn2)CCCC(=O)N([C@@H](C)CO)C[C@H]1C	5[25 µM]
COC(=O)CNC(=O)C(NC(=O)c1ccc(Cl)cc1)C(C)C (configuration not stated)	10
C=CCSc1nnc(NC(=O)c2ccc(N3CCCC3=O)cc2)s1	-13
Cc1cc(N2CCN(c3ncccn3)CC2)nc2c(C)cccc12	9
O=c1[nH]cnc2nn(-c3ccccc3)nc12	-62
C[C@H](NC(=O)C[C@@H]1C=C[C@@H](NC(=O)c2cccnc2)[C@@H](CO)O1)c1ccccc1	2[25 µM]
CN1C(=O)c2cc(NC(=O)Nc3ccccc3F)ccc2OC[C@@H]2O[C@H](CC(=O)NCCc3ccncc3)CC[C@H]21	-6[25 µM]
Cc1ccc(NC(=O)COC(=O)c2ccc(CN3CCCC3=O)cc2)cc1C	16
O=C(c1cccnc1)N1C[C@@H]2[C@H](c3ccccc31)[C@@H](CO)N2C(=O)Nc1ccccc1Cl	6
CN1C(C(=O)Nc2ccccn2)=C(O)c2sccc2S1(=O)=O	4&5
CN(CC(=O)Nc1cccc(F)c1)C(=O)C1CC(=O)N(CCc2ccccc2)C1 (configuration not stated)	-3
CS(=O)(=O)c1ccc(Cl)c(NC(=O)COC(=O)CCN2C(=O)C3CC=CCC3C2=O)c1 (configuration not stated)	12
CCN(CC)c1ncc(C#N)c(N)n1	5
O=C(COc1ccccc1)NC1=NCCS1	-70
c1ccc(C2=NCCCO2)cc1	2
C[C@@H]1CN([C@@H](C)CO)C(=O)CCCn2cc(nn2)CO[C@@H]1CN(C)Cc1ccc(Oc2ccccc2)cc1	0
Cc1ccc(SCC(=O)NNC(=O)CCS(=O)(=O)c2ccc(C)cc2)cc1	-13
Cc1nc2ccc(C(=O)Nc3ccc(N(C)C)cc3)cc2s1	-35
O=C(c1cc2c(c(-c3cccc(Br)c3)n1)[C@@H](CCO)NC2)N1CCCCC1	-11[25 µM]
COc1cccc(C(=O)COC(=O)CCC(=O)c2ccccc2)c1	-4
COC(=O)c1sccc1NC(=O)CN1CCN(c2ccc(F)cc2)CC1	12

The last 4 records of the section above open the next one:
SMILES	BL2 CD40 inh
Cc1nc2ccc(C(=O)Nc3ccc(N(C)C)cc3)cc2s1	-35
O=C(c1cc2c(c(-c3cccc(Br)c3)n1)[C@@H](CCO)NC2)N1CCCCC1	-11[25 µM]
COc1cccc(C(=O)COC(=O)CCC(=O)c2ccccc2)c1	-4
COC(=O)c1sccc1NC(=O)CN1CCN(c2ccc(F)cc2)CC1	12
CCN(C(=O)COC(=O)C(c1ccccc1)c1ccccc1)c1c(N)n(Cc2ccccc2)c(=O)[nH]c1=O	0
Cc1ccccc1OCC(=O)Nc1cccc(C(=O)O)c1	91*
CCOc1cccc(N2C(=O)CC(N(CCc3ccc(OC)c(OC)c3)C(=O)CC)C2=O)c1 (configuration not stated)	8
O=C(CSc1ccccc1F)NCC(c1ccco1)N1CCCCC1 (configuration not stated)	3
COc1ccn(C2CCCCO2)c(=O)n1 (configuration not stated)	10
C[C@@H]1CCCCO[C@@H](CN(C)C(=O)Cc2ccccc2)[C@@H](C)CN([C@@H](C)CO)C(=O)c2cc(NS(C)(=O)=O)ccc2O1	-1[25 µM]
CO[C@H](CN(C)S(=O)(=O)c1ccc(F)cc1)[C@H](C)CN(Cc1ccccc1Cl)[C@H](C)CO	3[25 µM]
CSc1nc2nccc(-c3ccc4c(c3)OCO4)n2n1	-2
CC(C)CN(C(=O)c1cc(=O)[nH]c2ccccc12)c1c(N)n(Cc2ccccc2)c(=O)[nH]c1=O	-1
COC(=O)c1c(NC(=O)c2c(C)noc2C)sc2c1CCCCCC2	19
COc1ccccc1-c1ccc([C@H]2[C@@H](CO)N[C@@H]2CNC(=O)C2CCC2)cc1	6
COc1ccc(OC)c(NC(=O)CN(C)S(=O)(=O)c2ccc(Cl)cc2)c1	4
CS(=O)(=O)c1ccc(C(=O)OCC(=O)NC(=O)C2CCCCC2)cc1[N+](=O)[O-]	85*
O=C(C[C@H]1C[C@H]2c3cc(NC(=O)Nc4ccc(F)cc4)ccc3O[C@H]2[C@@H](CO)O1)NC1CCCC1	-7
Cc1sc2ncnc(Oc3ccc(-n4ccnc4)cc3)c2c1C	5
COc1ccc2c3c([nH]c2c1)[C@@H](CO)N(C(=O)Nc1ccc(F)cc1)CC31CN(Cc2cc(-c3ccccc3)on2)C1	-23[25 µM]
CCCCn1cnc2c(SCc3ccccc3)nc(N)nc21	-18
CCOc1ccc(CC2CCC(=O)NC2=O)cc1 (configuration not stated)	25
CCc1c(C)[nH]c2ccccc2c1=O	13
Cc1ccc(NC(=O)C2CCN(c3cnccn3)CC2)cc1	3
CN(C)c1ccc(Cc2ccc(N(C)C)cc2)cc1	-6
CC(=O)NS(=O)(=O)c1ccccc1	-13
CCOC(=O)N1CCN(CC(=O)Nc2ccc(Oc3ccccc3)cc2)CC1	-3
COC(=O)Cc1c(O)ccn(Cc2ccc3c(c2)OCO3)c1=O	7
CC1(CCc2ccccc2)NC(=O)N(CC(=O)Nc2ccc3c(c2)OCCO3)C1=O (configuration not stated)	3

New compounds follow
SMILES	BL2 CD40 inh
O=C(C[C@@H]1CC[C@@H](NS(=O)(=O)c2ccc(F)cc2)[C@@H](CO)O1)N1CCN(c2ccccc2)CC1	-6[25 µM]
CN(Cc1ccc2nsnc2c1)C(=O)C1CCC(=O)N(CCc2ccccc2)C1 (configuration not stated)	8
CC(=O)NC1CC2CCCC(C1)N2C(=O)Nc1ccc(Cl)cc1 (configuration not stated)	-3
Cc1noc(C)c1S(=O)(=O)NCc1ccc2c(c1)OCO2	5
Cn1cc(Br)c(C(=O)N2CCc3ccccc32)n1	-23
COc1cccc(CNC(=O)c2cccc(NC(=O)CC3SC(N4CCCCC4)=NC3=O)c2)c1 (configuration not stated)	5
CCN(CC(=O)Nc1ccccc1C(F)(F)F)C(=O)c1cccc(S(=O)(=O)N2CCN(C)CC2)c1	-3
CCOC(=O)N1CCC(NC(=O)c2ccc3c(c2)N(Cc2ccccc2)CCS3)CC1	14
Cc1cc(C)c(C(=O)O)c(CC(C)(C)C(=O)O)c1	18
CC(=O)N/N=C(\C)CC(=O)Nc1cccc(C(F)(F)F)c1	22
COc1cc(S(=O)(=O)N2CCN(C(=O)C3CC3)CC2)ccc1NC(C)=O	5
COc1ccc(C(=O)NCC2CCCO2)cc1S(=O)(=O)N1CCCc2ccccc21 (configuration not stated)	11
CC(=O)Nc1ccc(NC(=O)CC(NC(=O)c2ccccc2)c2ccccc2)cc1 (configuration not stated)	5
CNC[C@H]1OCCCC[C@H](C)Oc2ccc(NC(=O)Nc3ccc(OC)cc3)cc2C(=O)N([C@@H](C)CO)C[C@@H]1C	-18[25 µM]
COc1ccc(-c2nnc(NC(=O)Cc3ccccc3)o2)cc1	-7
C/C=C/c1ccc([C@H]2[C@@H](CO)N(C(=O)C3CCC3)[C@@H]2CNC(=O)CN(C)C)cc1	3[25 µM]
O=S(=O)(Nc1ccc(Cl)cn1)c1ccc2c(c1)OCCO2	6
COc1ccc(NC2CCCN(C(=O)C3(C)CCCCC3)C2)cc1OC (configuration not stated)	-1
Cc1cc(C)c2nc(N3CCC(C(=O)NCc4cccnc4)CC3)sc2c1	-26
CCCNC(=O)C[C@@H]1CC[C@H]2[C@@H](COC[C@@H](O)CN2Cc2ccncc2)O1	-2[25 µM]
CC(C)(C)NC(=O)c1ccc(COCC(F)(F)F)o1	8
Cc1nc2sccn2c1-c1csc(NCc2ccccc2)n1	-21
Cc1ccccc1-c1ccc([C@H]2[C@@H](CO)N3C(=O)CN(C(=O)c4ccncc4)C[C@@H]23)cc1	5[25 µM]
CO[C@H]1CN(C)C(=O)c2cc(NS(=O)(=O)c3cccc(Cl)c3)ccc2OC[C@H](C)NC[C@@H]1C	-1[25 µM]
CC1(C)Cc2cccc(C(=O)NC3CCN(Cc4ccccc4)CC3)c2O1	10

Going on with the list.
SMILES	BL2 CD40 inh
CCc1nn(CC(=O)NCCCN2CCOCC2)c(=O)c2cc3cc(F)ccc3n12	11
CCN(Cc1ccccc1)C(=O)COC(=O)c1cnc(C)cn1	16
O=C(NCCC1=CCCCC1)c1ccc(-n2cncn2)cc1	-84
CC(C)C(NCC(=O)Nc1ccccc1C(=O)NC1CC1)c1ccccc1 (configuration not stated)	4
CCOc1ncccc1C(=O)Nc1ccc(F)c(Cl)c1	4
O=C(NC1CCCCCC1)C1c2ccccc2C(=O)N1Cc1ccco1 (configuration not stated)	9
CC(C)CCC(C(=O)O)C(C)CC(=O)NC1CCCCC1 (configuration not stated)	13
Cc1cc(C)n(CCn2nc(C)cc2C)n1	2
Cc1nc2ccc(NC(=O)Cc3ccc4c(c3)OCCO4)cc2s1	-16
O=c1[nH]ccc2c(O)cccc12	8
COC(OC)C1Nc2ccccc2C(=O)N1c1ccc(F)cc1 (configuration not stated)	2
C/C=C/c1ccc([C@@H]2[C@@H](C#N)N(c3nc(CC)cs3)[C@H]2CO)cc1	4[25 µM]
CSc1sc(C(=O)O)c(C)c1C(C)=O	-3
CC(=O)[C@H]1CC[C@H]2[C@@H]3CCC4=CC(=O)CC[C@]4(C)[C@H]3[C@H](O)C[C@]12C	1
Cc1ccc(CN(C)CC(=O)Nc2ccccc2C(=O)NC2CC2)o1	10
CC(NC(=O)COC(=O)C1CC1C)c1cccc(Cl)c1 (configuration not stated)	7
O=C(COC(=O)/C=C/c1cccc(Cl)c1)Nc1c(F)cccc1F	16
COc1ccc(CC(=O)Nc2cc(S(=O)(=O)N3CCCCC3)ccc2C)cc1	3
CCCCN1C[C@H](O)[C@@H](O)[C@H](O)[C@H]1CO	6
CCOC(=O)c1cccc(NC(=O)c2ccccc2C)c1	-15
C[C@H]1CN([C@@H](C)CO)C(=O)c2ccccc2-c2ccccc2CO[C@@H]1CN(C)Cc1ccncc1	0
CCN(CC)CCNC(=O)c1cc2ccccc2nc1Cl	3
CC1(C)Cc2ccccc2C(/C(C#N)=N/O)=N1	10
CCC(=O)N1CC2(C1)[C@@H](c1ccc(-c3cccc(C)c3)cc1)[C@H](CO)N2S(C)(=O)=O	-3[25 µM]
COc1ccc(-c2nc(C#N)c(N3CCc4ccccc4C3)o2)cc1OC	-2

6 records drawn at random from the list so far:
SMILES	BL2 CD40 inh
COC(OC)C1Nc2ccccc2C(=O)N1c1ccc(F)cc1 (configuration not stated)	2
CCOC(=O)c1cccc(NC(=O)c2ccccc2C)c1	-15
CC1(C)Cc2ccccc2C(/C(C#N)=N/O)=N1	10
CCC(=O)N1CC2(C1)[C@@H](c1ccc(-c3cccc(C)c3)cc1)[C@H](CO)N2S(C)(=O)=O	-3[25 µM]
CCN(CC)CCNC(=O)c1cc2ccccc2nc1Cl	3
Cc1ccc(CN(C)CC(=O)Nc2ccccc2C(=O)NC2CC2)o1	10

More records
SMILES	BL2 CD40 inh
CN1C(=O)c2cc(NC(=O)c3cnccn3)ccc2OC[C@H]2O[C@@H](CC(=O)N[C@H]3CCN(Cc4ccccc4)C3)CC[C@@H]21	-4[25 µM]
O=C(O)Cn1c(CC(=O)N2CCCC2)nc2ccccc21	12
COc1ccc2c3c([nH]c2c1)[C@@H](CO)N(C(=O)c1ccccn1)CC31CCN(C(=O)C2CCCC2)CC1	-1
Cc1cc(O)c(C(C)C)cc1C1(c2cc(C(C)C)c(O)cc2C)OC(=O)c2ccccc21	39*
CCC(=O)N1[C@H](CO)[C@H](c2ccc(-c3ccc(F)cc3)cc2)[C@@H]1CN(C)C(C)=O	2
CCOC(=O)c1c(N)sc2c(OCC)c(Br)ccc12	-10
COc1ccccc1S(=O)(=O)N[C@@H]1CC[C@@H](CCn2cc(C3CCCC3)nn2)O[C@H]1CO	-2
CN1CCN(CC(=O)Nc2c(C(=O)C3CC3)oc3ccccc23)CC1	-4
Cc1ccc(-c2cc(C(=O)N3CCCC(C(F)(F)F)C3)c3ccccc3n2)o1 (configuration not stated)	105*
Cc1nc(SCc2c(F)cccc2Cl)c2c(=O)n(C)c(=O)n(C)c2n1	-18
CCOCCCNCc1cn(-c2ccc(F)cc2F)nc1-c1ccccc1C	3
Cc1ccc(S(=O)(=O)NCCC(=O)Nc2ccncc2)cc1C	3
CO[C@@H]1CN(C)C(=O)c2cc(NC(C)=O)ccc2OC[C@@H](C)N(C(=O)Cc2ccccn2)C[C@@H]1C	0[25 µM]
O=C(COC(=O)c1ccc(-c2cnc3ccccc3n2)cc1)c1ccccc1	-24
C[C@@H]1CN([C@H](C)CO)C(=O)c2cccc(NS(=O)(=O)c3cn(C)cn3)c2O[C@@H]1CN(C)C(=O)Nc1ccc(F)cc1	1[25 µM]
COC(=O)C1(C)NC(c2ccco2)C2C(=O)N(c3ccc(F)cc3)C(=O)C21 (configuration not stated)	4
CCCCCCCCNC(=O)c1cnccn1	-6
CC(=O)N1[C@H](CO)[C@@H](c2ccccc2)C12CN(S(=O)(=O)c1ccccc1)C2	-9[25 µM]
C[C@H](C(=O)N(C)C[C@H]1OCc2ccccc2-c2ccccc2C(=O)N([C@H](C)CO)C[C@H]1C)c1ccccc1	-6
